Screening results deposited in PubChem BioAssay by The Scripps Research Institute Molecular Screening Center.
FBW7 activator: activators of human E3 ligase FBW7; Q969H0; AlphaScreen FBW7–phospho-cyclin E peptide binding, activator screen; normalized activity (activation), % at 26.1 µM; hit rate 0.13% among 650,000; AID 1259310; in the data active = normalized activity above about 1.9%;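 also: purified mutant Fbw7 with reduced substrate affinity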
MITF primary: human MITF inhibition, primary screen. O75030. AlphaScreen MITF homodimerization, bead proximity signal. inhibition, % at 2.6 µM. hit rate 0.91% among 650,000. AID 1259374; in the data active = inhibition above about 50%;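 also: 0% = vehicle wells with protein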
Target sequence (O75030 whole entry, looked up): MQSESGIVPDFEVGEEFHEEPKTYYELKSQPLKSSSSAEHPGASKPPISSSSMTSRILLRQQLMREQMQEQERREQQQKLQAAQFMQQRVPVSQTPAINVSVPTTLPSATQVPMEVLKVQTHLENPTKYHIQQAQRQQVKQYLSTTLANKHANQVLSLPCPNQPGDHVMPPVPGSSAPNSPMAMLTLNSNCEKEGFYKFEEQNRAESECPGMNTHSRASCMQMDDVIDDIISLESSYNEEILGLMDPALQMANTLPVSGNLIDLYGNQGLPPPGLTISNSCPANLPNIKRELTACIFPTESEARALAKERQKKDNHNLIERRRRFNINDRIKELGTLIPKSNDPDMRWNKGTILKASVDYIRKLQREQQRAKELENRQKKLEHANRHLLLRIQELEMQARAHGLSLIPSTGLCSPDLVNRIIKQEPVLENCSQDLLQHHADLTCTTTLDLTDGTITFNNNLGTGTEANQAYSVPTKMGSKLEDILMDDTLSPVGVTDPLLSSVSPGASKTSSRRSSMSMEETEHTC
GPR151 activ: activates the human receptor GPR151; PathHunter beta-arrestin GPR151 cells, luminescence; activation, % at 11.2 µM; hit rate 1% among 650,000; in the data active = activation above about 4.9%;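 also: 0% = median of compound wells and 100% = cells with positive control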
Target sequence (Q8TDV0 whole entry, looked up): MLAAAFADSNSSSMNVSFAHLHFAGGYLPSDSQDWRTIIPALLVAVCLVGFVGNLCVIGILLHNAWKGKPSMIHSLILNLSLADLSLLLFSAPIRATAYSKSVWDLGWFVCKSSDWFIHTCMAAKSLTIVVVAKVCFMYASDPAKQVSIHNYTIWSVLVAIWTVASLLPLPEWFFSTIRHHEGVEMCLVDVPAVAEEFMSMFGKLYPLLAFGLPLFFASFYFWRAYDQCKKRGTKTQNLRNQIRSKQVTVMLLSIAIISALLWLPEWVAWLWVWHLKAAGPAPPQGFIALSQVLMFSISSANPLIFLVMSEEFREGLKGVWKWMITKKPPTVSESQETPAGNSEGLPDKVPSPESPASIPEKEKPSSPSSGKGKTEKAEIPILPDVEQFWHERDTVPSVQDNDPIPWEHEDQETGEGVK
TEAD-YAP block: TEAD-YAP interaction inhibition. inhibition, % at 9.12 µM. hit rate 1.4% among 640,000. AID 1259422. HEK-TIYL cells, TEAD-Gal4/YAP UAS-luciferase luminescence; in the data active = inhibition above about 32%;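 also: 0% = median of test compound wells and 100% = reference inhibitor wells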
Numbers without * were called inactive.

nr	SMILES	FBW7 activator	MITF primary	GPR151 activ	TEAD-YAP block
1	O=C1/C(=C/c2ccc(Br)o2)SC(=S)N1Cc1ccco1	-0.6	37	1.8	2
2	CN(C)S(=O)(=O)Nc1ccc(N2CCC(NCc3cc4ccccc4s3)CC2)cc1	0.0	4	-0.7	12
3	COc1ccc(CCNc2cc(Cl)nc(N)n2)cc1	-0.1	-5	-0.4	11
4	COc1ccc(C2CC(c3cccs3)=NN2C(=O)CSc2nnc(CNC(=O)Cc3ccccc3)n2-c2cccc(C)c2C)cc1 (stereo not given)	0.1	-16	-0.4	-18
5	O=C(CN1C(=O)c2ccccc2C1=O)NCC1COc2ccccc2O1 (stereo not given)	-0.3	1	-1.8	-1
6	CC(=O)N1CCc2cc(NC(=O)C(c3ccccc3)c3ccccc3)ccc21	0.1	6	-1.2	0
7	Cc1cccc(OCC(=O)N/N=C\c2ccccc2O)c1	-0.1	12	0.3	-2
8	COc1cc(N2COc3ccc4ccccc4c3C2)c(OC)cc1Cl	-0.3	6	0.0	-3
9	Cc1ccc(/C=C/C(=O)Nc2sc3c(c2C(N)=O)CCC(C)C3)o1 (stereo not given)	0.0	7	0.1	-29
10	COc1ccccc1NC(=O)c1cc(CNCc2cccc(F)c2)cc(NC(C)=O)c1	0.0	-7	-1.1	9
11	CCn1nnnc1SCC(=O)c1cc(Cl)ccc1OC	0.1	13	-0.9	0
12	COc1ccc(CCNC(=O)c2cncc(-c3cccc(C(C)=O)c3)c2)cc1	0.5	-4	0.5	-2
13	Cc1ccccc1NC1C=CS(=O)(=O)C1 (stereo not given)	-0.1	10	-0.4	6
14	CCC(CO)NC(=S)Nc1cccc(S(=O)(=O)N(C)C)c1 (stereo not given)	-0.2	-6	-0.5	2
15	COc1cc(Nc2nc3c(Nc4ccccc4)ncnc3n2C(C)C)cc(OC)c1OC	-0.1	4	-3.5	38*
16	CC1(C)CC(=O)C2=C(C1)OC1=C(C(=O)CC(C)(C)C1)C2c1ccc(Cl)cc1Cl	0.2	4	-1.7	12
17	Oc1cccc(-c2cnc3c(NCCc4cccnc4)nccn23)c1	0.1	9	0.6	-28
18	O=C(O)CCc1ccc(-c2cnn3c(NCc4ccc5c(c4)OCO5)ccnc23)cc1	0.3	15	0.3	4
19	N/C(=N/S(=O)(=O)c1ccccc1)c1cccc([N+](=O)[O-])c1	-0.2	4	0.1	13
20	COc1ccc(-c2cc3c(=O)n(CC(=O)NC4CCC(C)CC4)ncn3n2)cc1 (stereo not given)	0.0	12	0.8	-4

Next part; it opens with the 6 that closed the last part.
nr	SMILES	FBW7 activator	MITF primary	GPR151 activ	TEAD-YAP block
15	COc1cc(Nc2nc3c(Nc4ccccc4)ncnc3n2C(C)C)cc(OC)c1OC	-0.1	4	-3.5	38*
16	CC1(C)CC(=O)C2=C(C1)OC1=C(C(=O)CC(C)(C)C1)C2c1ccc(Cl)cc1Cl	0.2	4	-1.7	12
17	Oc1cccc(-c2cnc3c(NCCc4cccnc4)nccn23)c1	0.1	9	0.6	-28
18	O=C(O)CCc1ccc(-c2cnn3c(NCc4ccc5c(c4)OCO5)ccnc23)cc1	0.3	15	0.3	4
19	N/C(=N/S(=O)(=O)c1ccccc1)c1cccc([N+](=O)[O-])c1	-0.2	4	0.1	13
20	COc1ccc(-c2cc3c(=O)n(CC(=O)NC4CCC(C)CC4)ncn3n2)cc1 (stereo not given)	0.0	12	0.8	-4
21	Cc1ccc(N(Cc2ccccc2)S(C)(=O)=O)cc1C	-0.2	10	-0.4	4
22	Fc1ccc(-c2nnc3ccccn23)cc1	0.1	-12	0.2	-2
23	N#Cc1cc2c(N)c(C(=O)N(c3ccccc3)c3ccccc3)sc2nc1N	0.0	4	0.3	11
24	COC(=O)c1c[nH]n2c(NC3CCC(C)CC3)c(-c3cccc(F)c3)nc12 (stereo not given)	-0.2	6	2.9	3
25	CC12C=CC3(O1)C(C(=O)N(CCC1=CCCCC1)C3C(=O)NC1CCCCC1)C2C(=O)Nc1ccc(F)cc1 (stereo not given)	-0.1	-4	0.6	0
26	Cc1n[nH]c(=O)nc1N/N=C/c1ccc(Cl)cc1	0.3	37	-3.0	-21
27	Cc1ccccc1OCC(=O)Nc1ccccc1C(=O)Nc1ccccc1	0.1	4	0.0	8
28	COc1ccc(N2C(=O)c3cccnc3C2=O)cc1	-0.1	16	-0.4	-6
29	O=c1[nH]c(Cc2ccccc2)nc2c1C1(CCCCC1)Cc1ccccc1-2	-0.4	-18	5.1*	-7
30	CC(c1ccccc1F)n1cc(C(=O)NCCCn2ccnc2)nn1 (stereo not given)	-0.1	7	0.0	4
31	Cc1ccc(-c2cncc(-c3cccc(CO)c3)n2)cc1	0.0	11	1.7	-75
32	C=CCc1cccc(Cl)c1OCCN1CCOCC1	0.3	-22	-1.1	-2
33	CC1CCCC(C)N1C(=O)COC(=O)/C(C#N)=C/c1ccc(N(C)C)cc1 (stereo not given)	-0.2	-8	-0.6	1
34	Cc1noc(C)c1COC(=O)COc1ccc(-c2ccccc2)cc1	0.0	-2	-3.0	-2
35	CCn1c2ccccc2c2cc(CN3CCCN(C)CC3)ccc21	-0.2	40	-0.2	-7
36	O=C(Cc1cccs1)N1CCN(C2=NN=C(c3ccccc3)CS2)CC1	-0.6	-9	0.4	4
37	CCCCn1c(CNC(=O)c2cccc(F)c2)nnc1SCC(=O)Nc1sc2c(c1C(=O)OCC)CCCC2	0.0	-2	2.2	6
38	O=C1CCc2cc(NC(=O)NCCc3ccccc3)ccc2N1	0.3	0	2.3	2
39	COC(=O)c1ccc(NC(=O)CCN2C(=O)CSC2=O)cc1	0.3	23	-0.7	-13
40	CCOC(=O)C1=C(C)NC2=C(C(=O)CCC2)C1c1ccccc1OCC (stereo not given)	-0.1	1	1.0	3

Further structures follow:
nr	SMILES	FBW7 activator	MITF primary	GPR151 activ	TEAD-YAP block
41	Cc1ccc(C(=O)Nc2cccc(C(=O)O)c2)cc1S(=O)(=O)Nc1ccc(Br)cc1	0.1	-2	-0.9	-2
42	O=C(CCn1nnc2ccccc21)N/N=C/c1cc(Br)ccc1O	-0.1	27	-0.7	17
43	Cc1ccc(CNC(=O)CSc2nc3c(sc(=S)n3Cc3ccco3)c(=O)n2-c2ccc(F)cc2)cc1	-0.1	-10	-0.9	-7
44	COc1ccc(S(=O)(=O)Nc2ccc(Br)c(C)c2)cc1OC	0.1	7	0.0	5
45	NC(=O)CCN1CCN(S(=O)(=O)/C=C/c2ccccc2)CC1	0.8	6	-1.8	-5
46	COCCNC(=S)N/N=C(\C)CCc1ccc2c(c1)OCO2	-0.1	4	0.8	4
47	O=c1/c(=C\c2ccncc2)sc2nc3ccccc3n12	0.1	6	-0.6	-38
48	COc1ccc(-n2cc(C(=O)Nc3ccc(F)cc3)c3ccccc3c2=O)cc1	-0.1	5	-0.3	5
49	CCCC(=O)N1CC(=O)Nc2ccc(C)cc2C1c1ccccc1 (stereo not given)	0.1	11	0.0	7
50	Cc1nnc(N2C(=O)C(O)=C(C(=O)c3cccs3)C2c2ccc(C(C)C)cc2)s1 (stereo not given)	-0.1	23	-0.8	-11
51	O=C1C(=O)N(CC2CCCO2)C(c2cccc(F)c2)/C1=C(/O)c1ccccc1 (stereo not given)	0.1	-2	-1.5	3
52	CC(=O)C(Cc1ccccc1)NC(=O)COc1ncnc2sc3c(c12)CCC3 (stereo not given)	0.2	-15	-0.2	10
53	CC(C)(C)C(=O)/C=c1\[nH]c(=O)/c(=C\c2ccc(C#N)cc2)s1	0.0	11	0.5	0
54	O=C(O)c1cc(S(=O)(=O)N2CCN(c3ccccn3)CC2)ccc1Cl	0.1	7	-0.3	0
55	O=C(CN1CCC(n2cnc3ccccc32)CC1)Nc1ccc(Cl)c(Cl)c1	0.2	6	0.7	-3
56	CC(C)(C)NC(=O)NC(=O)CN1CCN(c2ccccn2)CC1	0.6	18	0.2	6
57	CCc1cc2ccc(OC)cc2nc1SCC(=O)Nc1cc(C)on1	-0.2	-2	0.8	4
58	COc1ccc(C(C)N(C)C(=O)c2ccc([N+](=O)[O-])cc2)cc1OC (stereo not given)	0.3	11	-0.8	7
59	CSc1ccc(Cn2nnc(C(=O)Nc3cc(Cl)ccc3C)c2N)cc1	0.1	12	0.6	0
60	Cc1c(Cl)cccc1NC(=O)CN1CCNC(=O)C1	-0.1	6	-1.4	9

Next part:
nr	SMILES	FBW7 activator	MITF primary	GPR151 activ	TEAD-YAP block
61	Nc1cc(C(=O)OCC(=O)Nc2ncccn2)ccc1Cl	-0.6	8	-0.7	6
62	O=C(Nc1cccc(-n2cccn2)c1)C1CCCN(C2CCOCC2)C1 (stereo not given)	-0.1	-5	0.7	4
63	CCN(CC)CCCN1C(=O)c2oc3cc(OC)ccc3c(=O)c2C1c1ccncc1 (stereo not given)	-0.2	-6	-0.3	-3
64	Cc1cc(C)c(C)c(S(=O)(=O)Nc2ccc(N)c([N+](=O)[O-])c2)c1C	-0.1	3	-0.2	-3
65	Cc1nc2sc(C(c3cccc(Cl)c3)N3CCCC(C)C3)c(O)n2n1 (stereo not given)	0.7	2	0.7	16
66	CC1=NNC(=O)/C1=C/c1ccc(-c2ccc(Br)cc2)o1	0.0	-11	2.2	2
67	CCOC(=O)C1=C(C)N=c2s/c(=C\c3c[nH]c4ccccc34)c(=O)n2C1c1cc(Br)c(OC)cc1OC (stereo not given)	0.0	0	-0.6	5
68	COc1cccc(-c2cc3nc4c(c(N5CCC(O)CC5)n3n2)CCCC4)c1	-0.2	3	0.7	0
69	CS(=O)(=O)c1ccc2nc(NC(=O)CCSc3ccccc3)sc2c1	0.0	-5	0.7	16
70	Cc1ccc(C(=O)N(CC#N)CC#N)cc1	-0.5	-14	0.1	1
71	COC(CNC(=O)c1csc2c1CCCCC2)OC	0.1	17	1.0	5
72	COC(=O)c1cccc(NC(=O)c2ccccc2C)c1C	0.6	15	0.3	-10
73	C=C(C)Cn1c(SCCO)nc2c1c(=O)[nH]c(=O)n2C	0.4	21	0.1	-5
74	COc1cccc(C(CC(=O)NCCc2ccccc2)NS(=O)(=O)c2ccc(F)cc2)c1OC (stereo not given)	0.0	-5	0.1	-3
75	Cc1ccc(C)c(CN[C@H]2C[C@H]3C(=O)N[C@@H](CC(C)C)C(=O)N3C2)c1	0.1	-7	-0.1	-6
76	CCC(=O)Nc1ccc(-c2nc3ccc(NC(=O)CC)cc3[nH]2)cc1	0.3	2	1.7	12
77	NC(=O)c1ccc(NC(=O)/C=C/c2cccc(Br)c2)cc1	-0.1	1	0.3	-16
78	CCOC(=O)c1c(NC(=O)c2ccc(Cl)cc2)sc(C(N)=O)c1C	0.3	15	-0.4	5
79	O=C(O)c1ccc([C@@H]2Nc3c(ccc4ccccc34)[C@@H]3C=CC[C@@H]32)cc1	-0.1	12	0.4	8
80	COc1ccccc1NC(=O)CSc1nc2c(oc3ccccc32)c(=O)n1C	0.1	3	1.2	-3

The closing two records of the part above come first, to join the parts:
nr	SMILES	FBW7 activator	MITF primary	GPR151 activ	TEAD-YAP block
79	O=C(O)c1ccc([C@@H]2Nc3c(ccc4ccccc34)[C@@H]3C=CC[C@@H]32)cc1	-0.1	12	0.4	8
80	COc1ccccc1NC(=O)CSc1nc2c(oc3ccccc32)c(=O)n1C	0.1	3	1.2	-3
81	CCCS(=O)(=O)N1CCCC(C(=O)N2CCN(c3cc(C)ccc3C)CC2)C1 (stereo not given)	0.1	7	2.1	2
82	Cc1[nH]c2ccc(C(=O)N3CCn4c(CO)nnc4C3)cc2c1C	-0.1	1	-0.9	-1
83	O=C(NC(=O)c1ccccc1)Oc1ccc(F)cc1	0.0	1	3.1	0
84	CCOCCCNC(=O)c1cc(-c2ccccc2)nc2ccccc12	0.2	9	0.3	21
85	CN1CCN(CCOc2ccc3c(c2)CCC3)CC1	0.0	12	-0.4	-1
86	N#CC1=C(N)N(c2ncn[nH]2)C2=C(C(=O)CCC2)C1c1ccc(Cl)cc1Cl (stereo not given)	0.1	-23	-0.3	-2
87	Cn1c(Nc2nc(N)c3ncn(Cc4ccc(C(F)(F)F)cc4)c3n2)nc2ccccc21	0.0	10	0.9	-3
88	COc1ccc(/C=C/C(=O)Nc2cccc(C(F)(F)F)c2)cc1OC	-0.1	0	-2.0	-13
89	CC1CC(NC(=O)N(C)C)N(C)C(=O)N1 (stereo not given)	0.6	36	-1.1	8
90	Cc1nnc2ccc(SCC(=O)NC(C)c3cccc4ccccc34)nn12 (stereo not given)	-0.1	-12	-1.4	7
91	CCC(C)NC(=O)Cn1ncn2cccc2c1=O (stereo not given)	0.2	17	2.2	-3
92	Cc1cccc(NC(=O)CN2C(=O)CSCC2=O)c1C	0.2	6	0.8	14
93	CCOC(=O)CN(C)C(=O)c1cc(COc2ccc(F)cc2F)on1	0.1	9	-1.0	5
94	CCOc1ccc(/C=N/NC(=O)C(=O)Nc2ccc(C)cc2C)cc1	-0.1	3	0.5	0
95	COc1ccc(C(=O)/C=C/Nc2ccc(S(=O)(=O)Nc3onc(C)c3C)cc2)cc1	-0.3	-1	0.1	-6
96	O=C(COc1ccccc1Cl)NC(=S)Nc1cccc(C(=O)O)c1	-0.1	3	0.0	24
97	Nc1nonc1-c1nc2ccccc2n1CC(=O)NCc1ccccc1	-0.1	-12	-1.1	-21
98	COc1cccc(CN2CCN(C(=O)C3CCC(OC)CC3)[C@@H](C)C2)c1 (stereo not given in full)	0.0	7	0.1	4
99	CCOC(=O)c1cc2sccc2n1CC(=O)NC1CC1	-0.1	7	1.2	7
100	COc1cccc2sc(NC(=O)c3ccc(C#N)cc3)nc12	0.0	-1	0.1	-5
101	O=C(Nc1nc2c(s1)CCCC2C(=O)N1CCN(c2ccccc2)CC1)c1ccccc1 (stereo not given)	-0.1	13	-1.3	1
102	O=S(=O)(c1ccc(Cl)cc1)N1CCC(c2nnc(-c3ccccc3)o2)CC1	0.0	13	-0.9	9
